Assay outcomes: PubChem BioAssay, several laboratories
PKA-R2B activ: PKA-R2B complex activation; P22694+P31323; PKA-R2B holoenzyme dissociation, Cy5-IP20 fluorescence polarization; R2B truncated from residue 108, S112A mutant; 0% DMSO only, 100% 113 µM cGMP; 340,000 compounds, 0.079% hits; activation, % at 11.4 µM;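 active means activation above a cutoff set at the mean over all compounds plus 3 SD, cut at about 18% in these data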;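 further: higher means more holoenzyme dissociation and a rise in polarization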
RTF Ca sens inh: cardiac RTF calcium desensitization; P19429+P45379; IANBD-labeled cardiac RTF, Ca2+ fluorescence; inhibition, % at 7.15 µM; 340,000 compounds, 0.12% hits;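 active means inhibition above the mean inhibition of all tested compounds plus 3 SD, cut at about 17% in these data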;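 further: assay run at fixed EC70 calcium of 1.6 mM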
SR-BI DiI-HDL act: activators of SR-BI mediated HDL lipid uptake. CHO ldlA[mSR-BI] cells, DiI-HDL uptake fluorescence, 3 h; 100 = double the neutral-control signal. activation, % at 12.5 µM. 320,000 compounds, 0.096% hits;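 active means mean replicate activation of at least 60% and every replicate at or above 60%; inconclusive means mean or all-replicate condition met, but not both; inactive means mean below 60% and not all replicates reaching 60%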;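 further: 0% = median plate neutral-control signal and 100% = twice that signal; values of inactives mirror those of a sister screen read the other way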
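Test system: SR-BI-overexpressing, LDLR-lacking CHO cells; Also added: labelled HDL, 10 µg/mL; Measured by: bottom-read cell fluorescence after medium removal, ex 550/em 595 nm; Timing: 3 h uptake period with compound, 37 °C; Buffer or medium: F12, 0.5% BSA, 25 mM HEPES; Doses: single compound concentration, delivered by pin transfer.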
Keap1-Nrf2 PPI: inhibitors of human Keap1-Nrf2 protein-protein interaction. inhibition, % at 9.4 µM. AID 504523. 340,000 compounds, 0.15% hits. Keap1 Kelch-Nrf2 peptide fluorescence polarization, 1536-well; in the data active means inhibition above about 12%; inconclusive means no clear call, values can overlap the other calls; inactive means below about 7.3%;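 further: human Keap1 Kelch domain with fluorescein labeled Nrf2 9mer peptide probe; 0% = neutral control wells and 100% = peptide positive control; higher means more block of Keap1 binding to Nrf2 peptide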
Target sequence (Q14145 whole entry, looked up, the tested form may be a part): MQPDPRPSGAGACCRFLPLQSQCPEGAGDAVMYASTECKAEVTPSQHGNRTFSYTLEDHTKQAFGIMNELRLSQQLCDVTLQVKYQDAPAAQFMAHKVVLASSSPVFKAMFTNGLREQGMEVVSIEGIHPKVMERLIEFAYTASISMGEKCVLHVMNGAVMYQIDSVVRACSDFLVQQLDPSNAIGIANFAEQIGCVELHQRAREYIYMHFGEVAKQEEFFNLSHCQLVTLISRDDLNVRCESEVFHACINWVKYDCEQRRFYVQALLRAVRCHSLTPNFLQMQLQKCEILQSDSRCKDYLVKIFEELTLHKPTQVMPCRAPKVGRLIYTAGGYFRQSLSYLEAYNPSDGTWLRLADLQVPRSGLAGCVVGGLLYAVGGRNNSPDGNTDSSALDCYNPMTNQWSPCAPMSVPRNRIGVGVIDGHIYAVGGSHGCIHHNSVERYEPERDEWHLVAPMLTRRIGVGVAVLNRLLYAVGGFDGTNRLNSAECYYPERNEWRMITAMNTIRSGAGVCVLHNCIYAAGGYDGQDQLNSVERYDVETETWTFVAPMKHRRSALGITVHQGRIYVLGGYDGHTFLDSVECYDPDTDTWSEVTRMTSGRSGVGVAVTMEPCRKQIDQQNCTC
NSD2 HMT inh: NSD2 (human) methyltransferase inhibition; AID 743445; O96028; NSD2 peptide methylation, AlphaScreen, 120 min; inhibition, % at 12.5 µM; 310,000 compounds, 0.54% hits; in the data active means inhibition above about 50%
DAGLB inh: blocks human DAGLB lipase activity. Q8NCG7. AID 504411. HEK293T DAGLB membrane lysate, EnzChek fluorogenic substrate. inhibition, % at 5.17 µM. 340,000 compounds, 0.059% hits; in the data active means inhibition above about 34%;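 further: 0% = enzyme with vehicle and 100% = wells lacking enzyme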
SR-BI HDL uptake: inhibitors of mouse SR-BI mediated HDL lipid uptake; Q61009; ldlA[mSR-BI] CHO cells, DiI-HDL uptake fluorescence, 3 h; inhibition, % at 12.5 µM; 320,000 compounds, 0.96% hits; AID 488896;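 active means mean replicate inhibition of at least 70% and a set share of replicates each scoring 70 or more; inconclusive means meets just one of the two criteria; inactive means fails both criteria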;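 further: 0% = median of neutral control wells and 100% = median of positive control wells; values of inactives mirror those of a sister screen read the other way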
Target sequence (Q61009 whole entry, looked up): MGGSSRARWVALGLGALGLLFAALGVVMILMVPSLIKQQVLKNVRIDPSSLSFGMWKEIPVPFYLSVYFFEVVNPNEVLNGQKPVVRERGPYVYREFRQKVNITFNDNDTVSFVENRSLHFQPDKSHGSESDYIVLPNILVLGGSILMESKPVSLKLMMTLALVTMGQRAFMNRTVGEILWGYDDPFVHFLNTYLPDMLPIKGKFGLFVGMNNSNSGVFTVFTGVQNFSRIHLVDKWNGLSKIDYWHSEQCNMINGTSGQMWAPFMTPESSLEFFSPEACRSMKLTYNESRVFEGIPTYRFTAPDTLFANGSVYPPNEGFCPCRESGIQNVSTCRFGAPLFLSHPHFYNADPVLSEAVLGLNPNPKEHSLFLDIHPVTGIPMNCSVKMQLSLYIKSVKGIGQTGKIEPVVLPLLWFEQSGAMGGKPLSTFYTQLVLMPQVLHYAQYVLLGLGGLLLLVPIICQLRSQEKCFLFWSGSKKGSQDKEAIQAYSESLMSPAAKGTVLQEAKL
C-LANA FP: KSHV C-LANA DNA binding inhibition; MBP-C-LANA/FAM-LBS DNA binding, fluorescence polarization; AID 504423; inhibition, % at 9 µM; 340,000 compounds, 0.078% hits;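 active means highest replicate inhibition at or above 60% at 9 µM, even if other replicates fall short; inactive means all replicates below 60% inhibition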;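 further: 0% = neutral control wells and 100% = 4 µM acridine orange control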
Arrestin-AP2 inh: inhibitors of human beta-arrestin and AP2 interaction; FITC-arrestin peptide / GST-AP2 beads, flow cytometry; AP2 beta2 appendage carries R879A mutation; inhibition, % at 10 µM; 340,000 compounds, 0.31% hits; AID 504490;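 active means inhibition above a set limit, near 3 SD of compounds lacking own fluorescence, cut at about 54% in these data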;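 further: plate controls were DMSO wells for no effect and 5 µM unlabelled arrestin peptide for full effect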
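Test system: GST-tagged AP2 beta2-adaptin appendage (R879A) on 4 µm glutathione beads; also added: fluorescein-tagged arrestin peptide at 50 nM final; timing: 12 min plus 1 h, RT; signal: flow cytometry, FL1 (488/535 nm); read-out: percent drop in bead-associated FITC signal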
PvdQ inh: P. aeruginosa PvdQ acylase inhibition. 340,000 compounds, 0.063% hits. AID 488965. inhibition, % at 10 µM. purified PvdQ acylase, fluorescence plate reader; in the data active means inhibition above about 30%, passing the limit was not always enough; inconclusive means no clear call, values can overlap the other calls;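 further: 0% = vehicle neutral wells and 100% = reference inhibitor wells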
* = called active by the depositor; ? = inconclusive; nt = not tested or not shown; & = joins results of further samples. Rows are unselected; about 2.1% have a hit in one of these screens.

Each structure is followed by: PKA-R2B activ	RTF Ca sens inh	SR-BI DiI-HDL act	Keap1-Nrf2 PPI	NSD2 HMT inh	DAGLB inh	SR-BI HDL uptake	C-LANA FP	Arrestin-AP2 inh	PvdQ inh
O=C(COc1ccc2ccccc2c1)Nc1ccccc1C(=O)O
    -2	-7	32	1	3	4	-32	-0.1	-1	-12
CN(C(=O)CC1C(=O)NCCN1Cc1c(F)cccc1Cl)C1CCOCC1 (stereo not drawn)
    -13	1	nt	-6	nt	3	nt	1.4	1	-1
COc1ccc(-c2nc(SCc3ccc(C#N)cc3)[nH]c(=O)c2C#N)cc1
    2	-1	19	0	5	-2	-19	2.1	0	-15
O=C(N/N=C/c1ccsc1)c1c[nH]c2ccccc12
    6	-1	-1	-1	4	-2	1	0.5	-4	-9
Cc1cc2cc(CNC(=S)NC3CCCCC3)ccc2n1C
    2	0	-4	0	4	7	4	2.4	8	13
CN(C)C=NC(=O)c1ccc([N+](=O)[O-])c(CS(=O)(=O)c2ccc(Cl)cc2)c1
    -5	-3	-28	-2	2	3	28	-0.1	5	-3
O=C(CCC1CCCN(C(=O)c2ccncc2)C1)NCc1ccc(F)c(F)c1 (stereo not drawn)
    -1	-4	-7	-2	-4	-3	7	-2.8	6	-25
O=S(=O)(NCCc1c[nH]c2ccccc12)c1ccc(F)cc1
    2	-12	-10	-3	1	2	10	-0.9	-3	-15
[O-]/[N+](=N\Nc1ccc(Cl)cc1)c1ccccc1
    -2	-6	-9	3	5	0	9	0.9	13	10
Cc1cc(OCCOc2cccc3cccnc23)cc(C)c1Cl
    11	-3	-32	3	2	-56	32	2.6	0	1
CC(=O)c1cccc(NC(=O)Cn2cnc(S(=O)(=O)N3CCCCC3)c2)c1
    4	-2	-3	-1	-1	2	3	-0.3	-9	-20
CCOC(=O)COc1c(/C=N\OC)cc(Cl)cc1OC
    9	0	3	2	-4	-6	-3	3.2	12	-2
CC(=O)Nc1cc(Cl)c(N=Cc2ccc(O)cc2O)cc1Cl
    3	-1	-4	-10	nt	3	4	-0.6	3	-6
CS(=O)(=O)c1ccc(NCC2CCCO2)c([N+](=O)[O-])c1 (stereo not drawn)
    -15	4	nt	1	2	1	nt	-0.3	1	-4
CCS(=O)(=O)N1CCN(c2ccccn2)CC1
    8	-1	17	-8	3	2	-17	1.6	9	-6
CCC1(c2ccccc2)NC(=O)N(CC(=O)N(CC(=O)Nc2ccccc2C(F)(F)F)Cc2ccco2)C1=O (stereo not drawn)
    -2	-1	3	-4	0	3	-3	0.1	6	-14
CCOC(=O)CSC1=Nc2ccccc2C2=NC(CC(=O)NCc3cccs3)C(=O)N12 (stereo not drawn)
    2	0	15	-3	-2	-3	-15	-2.2	27	0
COC(=O)c1ccc(OCC2c3cc(OC)c(OC)cc3CCN2C(=O)C2CC2)cc1 (stereo not drawn)
    0	-11	nt	-1	1	-1	nt	0.3	-12	-9
O=S(=O)(c1ccccc1)c1nc(-c2cccs2)oc1NCCCn1ccnc1
    7	-6	0	-3	3	2	0	2.4	-4	-22
Cn1cnc(S(=O)(=O)N2CCN(c3ccc(Cl)cc3)CC2)c1
    3	-17	2	0	-3	0	-2	0.6	-13	-11
CCOc1cc2[nH]c(=O)n(CCCC(=O)NCc3ccc(OC)cc3)c(=O)c2cc1OCC
    8	-5	12	-2	0	-2	-12	1.2	1	-4
Cc1cc(OCC(=O)N[C@@H](Cc2c[nH]c3ccccc23)C(=O)O)c2c(C)c(C)c(=O)oc2c1
    -7	2	-7	-4	nt	1	7	1.5	0	-8
N=c1c2c(-c3ccccc3)c(-c3ccccc3)n(Cc3ccccc3)c2ncn1CCO
    -4	4	33	-7	nt	3	-33	-0.2	-4	-9
COc1ccc(Cl)cc1Nc1nc(C)cc(=O)[nH]1
    -4	-5	16	0	1	-2	-16	-0.4	-2	-2
Cc1ccc(CNC(=O)CCc2nnc(Cc3ccc(-c4ccccc4)cc3)o2)o1
    -8	7	-11	-7	0	-5	11	-0.9	10	8
COc1ccccc1C(=O)NC(=O)COC(=O)Cn1cnc2c1c(=O)n(C)c(=O)n2C
    -9	-3	9	-1	0	2	-9	-0.3	2	1
CC1CCN(c2c(NCC3CCC(C(=O)N4CCCC(C)C4)CC3)c(=O)c2=O)CC1 (stereo not drawn)
    -11	-3	-10	1	nt	-3	10	-0.9	-12	-11
CCOC(=O)Nc1ccc2c(c1)N(C(=O)CN(CC)CC)c1ccccc1CC2
    4	0	2	2	6	1	-2	0.8	-21	-14
CCN1C(=NCc2cccc(Cl)c2)N[C@@H](c2cccc(F)c2)C(C(=O)OC)=C1C
    -6	-2	-10	1	nt	-1	10	1.0	-5	-16
CCC(C)N(C(=O)COc1ccccc1C(=O)NCc1ccccc1)C1CCS(=O)(=O)C1 (stereo not drawn)
    -6	1	nt	0	-2	1	-61	0.7	-8	-7
FC(F)(F)c1nnc2ccc(N3CCCCCC3)nn12
    2	-6	11	-2	-7	-1	-11	3.7	2	-13
COc1ccc(OCCC(=O)Nc2ccc(S(N)(=O)=O)cc2)cc1
    -4	-8	nt	0	1	-2	nt	-0.4	19	9
CCOC(=O)c1sc2ccc(S(=O)(=O)N3CCOCC3)cc2c1N
    -1	0	8	3	-6	-4	-8	0.9	33	3
Cc1cc(C)c(NC(=O)CNC(=O)CSc2nnc(N)s2)c(C)c1
    3	9	7	4	1	1	-7	1.2	-14	-1
COc1ccccc1NC(=O)c1nnn(Cc2ccccc2)c1NC(=O)C(F)(F)F
    -2	-13	27	-6	1	-2	-27	0.7	0	-7
CCOC(=O)C1(Cc2ccccc2)CCCN(C2CCCC2)C1 (stereo not drawn)
    -6	-3	5	-1	-2	1	-5	-0.3	-12	6
Cc1cccc(C)c1NC(=O)Cn1nc(-c2ccc(Cl)s2)ccc1=O
    -1	-4	-11	-2	-2	-2	11	0.7	3	6
O=C(O)CN1C(=O)CCS(=O)c2ccccc21 (stereo not drawn)
    -10	1	21	-1	nt	-2	-21	-0.3	23	-5
CC(C)(CNC(=O)c1ccc(-c2ccccc2Cl)o1)N1CCOCC1
    0	9	5	2	0	1	-5	-1.7	4	-3
CC(=O)Nc1ccc(C(=O)COC(=O)CCc2ccccc2)c(F)c1
    6	-7	-8	4	1	0	8	-3.0	12	-1
O=C(c1ccco1)N1CCN(C(=O)c2cnn(-c3cccc(F)c3)c2C2CCNCC2)CC1
    4	-4	-1	1	-1&0	-1	1	0.5	-11	-10
Cc1cc([N+](=O)[O-])nn1Cc1ccc(C(=O)N/N=C/c2ccc(F)cc2)cc1
    -3	6	nt	-7	-3	-1	nt	-0.8	-5	-10
COc1cccc2cc(C(C)N(CCCN3CCOCC3)C(=S)Nc3ccc(C)cc3)oc12 (stereo not drawn)
    -12	-7	nt	1	0	-2	nt	-0.2	35	0
O=C1COc2cc(ccc2[N+](=O)[O-])Oc2ccc(cc2Cl)C(=O)CCCCO1
    -8	-7	3	0	nt	3	-3	1.1	-18	-5
COc1ccccc1NS(=O)(=O)NC(=O)c1c(C)[nH]c2ccccc12
    -8	3	nt	-2	3	0	nt	-1.3	-3	-2
Cc1cc(=O)oc(C)c1C(=O)NCCCN1CCN(c2ccccc2F)CC1
    3	-3	1	0	5	-2	-1	0.8	1	-11
COc1ccc(NC(=O)CSc2nc(=O)n(CCN3CCOCC3)c3c2CCCC3)c(OC)c1
    -1	-7	2	-5	2	-1	-2	-0.8	-7	-11
O=c1c2ccccc2n2c(=S)[nH]nc2n1-c1ccccc1
    8	-6	nt	0	16	-2	nt	-0.5	30	-1
O=C(CCc1ccccc1Cl)Nc1cc2c(cc1C(=O)O)OCCCO2
    1	1	14	1	-3	1	-14	-1.7	12	-1
S=C(Nc1ccc2nc(-c3ccccn3)c(-c3ccccn3)nc2c1)N1CCOCC1
    -2	-13	5	1	4	-2	-5	9.1	-3	-3
CCOC(=O)c1c(=O)n(O)c2ccc(C)cc2[n+]1[O-]
    -2	2	34	4	-2	0	-34	2.4	1	0
c1ccc(-c2cncn2-c2ccccc2)cc1
    -3	9	5	-2	nt	-1	-5	0.6	-1	-13
N#C/C(=C\c1ccco1)C(=O)NCc1ccccc1
    -8	-4	23	-7	1	2	-23	1.0	2	-15
COc1cc2c(cc1NC(=O)C(C)OC(=O)c1ccc(S(=O)(=O)Nc3ccccc3Cl)cc1)oc1ccccc12 (stereo not drawn)
    -1	-7	-77	0	-4	4	?	-1.4	0	-14
CC(NC(=O)c1ccco1)C(=O)N1CCc2ccccc2C1 (stereo not drawn)
    4	-2	24	2	-4	-1	-24	0.5	-2	-9
CN(C)c1ccc(NC(=O)Cc2ccccc2)c2ccccc12
    -8	-6	-10	-2	-2	0	10	0.9	12	3
Cc1ccc(-c2c(C(=O)O)c(C(=O)O)c3n2CCC3)cc1
    -12	-9	5	-1	4	1	-5	0.4	-4	-11
O=C(NC1CCCCC1)C1c2ccccc2C(=O)N1Cc1ccco1 (stereo not drawn)
    -2	-1	9	0	2	1	-9	-1.3	13	-10
Cc1[nH]c2ccccc2c1/C=N/NC(=O)c1cccc([N+](=O)[O-])c1
    nt	nt	-58	1	-1	nt	58	-0.4	6	-4
COC(=O)c1cc(NS(=O)(=O)c2ccc(NCc3cccnc3)c([N+](=O)[O-])c2)cc(C(=O)OC)c1
    10	-3	8	-1	-3	-4	-8	1.0	20	-1

More compounds follow.
Each structure is followed by: PKA-R2B activ	RTF Ca sens inh	SR-BI DiI-HDL act	Keap1-Nrf2 PPI	NSD2 HMT inh	DAGLB inh	SR-BI HDL uptake	C-LANA FP	Arrestin-AP2 inh	PvdQ inh
O=C(CCC(=O)N(CC(=O)NC1CCCC1)Cc1ccc(F)cc1)Nc1nccs1
    -10	-11	nt	-2	1	2	nt	1.2	8	-18
COc1ccccc1NS(=O)(=O)c1cc(NC(=O)C(C)NC(N)=O)ccc1N1CCCC1 (stereo not drawn)
    -7	3	8	0	1	1	-8	-1.5	-13	5
COc1ccc(/C=C/C(=O)NC(=S)NNC(=O)c2ccco2)cc1OC
    1	1	3	2	-1	1	-3	0.8	14	1
O=C(O)c1ccc2c(c1)C(=O)N(c1cccc(-c3nc4ccccc4s3)c1)C2=O
    -5	6	18	0	-3	2	-18	0.3	3	5
CCOCCCNC(=O)c1ccccc1OC1CCN(S(C)(=O)=O)CC1
    -2	3	0	3	-4	-2	0	-0.2	-23	-5
CCCc1cc(=O)[nH]c(SCC(=O)N2CCN(c3ccccc3)CC2)n1
    -9	1	nt	-2	0	2	nt	-1.8	2	-12
O=C(N1CCN(c2ccccc2)CC1)C1(c2cccs2)CCOCC1
    0	-7	1	0	-3	1	-1	0.6	-11	-18
